Bioassay records as filed in PubChem.
DAT uptake mod – modulates human dopamine transporter uptake under cocaine; B-score at 10 µM; AID 449768; 110,000 compounds, 1.3% hits; LLC-PK1 hDAT cells, [14C]-dopamine uptake with cocaine IC80; actives deviate in either direction;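 active = Z score or B-score, a plate-position-corrected score, falls beyond the plate's 99.7% confidence bounds, in either direction; inactive = both scores lie inside the 99.7% bounds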;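 also: scored against the spread of the other compound wells on the same plate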
IL1B cytotox – HUVEC cytotoxicity counter-screen, IL-1B stimulated. cell count reduction, % at 2 µM. 94,000 compounds, 0.41% hits. HUVEC cell count loss, Hoechst imaging;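 active = cell count reduction more than 3 SD above the screen-wide mean, cut at about 70% in these data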;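 also: normalized per plate to untreated control cells as the no-loss baseline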
VCAM1 TNFa inh – reduces TNF alpha induced VCAM1 expression in HUVEC. HUVEC TNFa-induced VCAM-1 immunofluorescence, high-content imaging. AID 802. 95,000 compounds, 0.48% hits. inhibition, % at 2 µM;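 active = inhibition above the batch mean plus 3 SD, with images confirmed as a hit by eye, cut at about 37% in these data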;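 also: 0% = TNF-stimulated DMSO wells and 100% = unstimulated control wells; not every result past the cut was called active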
Candida biofilm – kills Candida albicans biofilms. 85,000 compounds, 0.14% hits. inhibition, % at 6 µM. C. albicans biofilm + clotrimazole, Alamar Blue. AID 834;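 active = inhibition above 20%; inactive = inhibition below 20%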;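 also: preformed 24 hr biofilms exposed to compound for 48 hr; 0% = biofilm without compound and 100% = blank killed by clotrimazole plus chlorhexidine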
Smad3 inh – blocks human Smad3 binding to FoxH1 peptide | P84022 | TR-FRET Smad3/Dy647-FoxH1 peptide binding, europium anti-His | inhibition, % at 25 µM | 88,000 compounds, 0.29% hits | AID 630;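 active = compounds that reduce the energy-transfer binding signal between the protein and its labelled peptide by more than half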;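 also: 0% = Smad3 plus labelled peptide maximal FRET and 100% = peptide-only background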
LYP inh 2 – blocks human PTPN22 phosphatase activity; 96,000 compounds, 0.21% hits; Q9Y2R2; AID 640; recombinant LYP catalytic domain, DiFMUP fluorescence; inhibition, % at 2 µM;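 active = inhibition at 2 µM at or above a set limit, the screen mean plus 3 SD, cut at about 24% in these data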;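 also: 0% = DMSO with enzyme and 100% = enzyme fully blocked by orthovanadate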
Target sequence (Q9Y2R2 whole entry, looked up, the tested form may be a part): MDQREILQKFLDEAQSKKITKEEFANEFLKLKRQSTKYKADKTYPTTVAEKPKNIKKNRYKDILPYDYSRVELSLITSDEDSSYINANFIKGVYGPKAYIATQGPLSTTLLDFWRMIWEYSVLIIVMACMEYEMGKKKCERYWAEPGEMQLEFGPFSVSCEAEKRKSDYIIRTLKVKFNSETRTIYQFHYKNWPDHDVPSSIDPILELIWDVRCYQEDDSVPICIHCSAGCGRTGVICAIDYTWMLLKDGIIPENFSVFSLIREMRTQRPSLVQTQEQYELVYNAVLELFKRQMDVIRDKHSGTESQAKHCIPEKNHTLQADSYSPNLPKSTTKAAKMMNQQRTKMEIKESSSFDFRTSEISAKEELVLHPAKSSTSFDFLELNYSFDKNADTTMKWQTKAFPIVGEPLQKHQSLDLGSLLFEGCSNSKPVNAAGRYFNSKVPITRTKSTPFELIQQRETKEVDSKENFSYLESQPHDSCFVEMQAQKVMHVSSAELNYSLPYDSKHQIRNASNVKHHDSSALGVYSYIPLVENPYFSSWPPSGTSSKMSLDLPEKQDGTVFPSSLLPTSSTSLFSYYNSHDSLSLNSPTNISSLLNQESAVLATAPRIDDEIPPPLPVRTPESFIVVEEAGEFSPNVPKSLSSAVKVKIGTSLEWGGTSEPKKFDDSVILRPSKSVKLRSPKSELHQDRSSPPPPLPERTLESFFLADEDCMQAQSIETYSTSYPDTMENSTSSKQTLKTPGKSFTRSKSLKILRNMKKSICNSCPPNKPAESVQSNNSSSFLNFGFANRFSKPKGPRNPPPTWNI
TNFa cytotox – toxic to HUVEC cells under TNF alpha stimulation. 93,000 compounds, 0.17% hits. cell count reduction, % at 2 µM. HUVEC TNFalpha-stimulated, Hoechst cell count, imaging. AID 848;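 active = cell count reduction exceeding the screen mean by over 5 SD, scaled to untreated wells per plate, cut at about 78% in these data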;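 also: cells counted after 24 h of TNF alpha exposure following the 1 h pretreatment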
F-actin modifier – alters cytoskeleton assembly in HUVEC cells | HUVEC TNFa F-actin phalloidin imaging, high content | inhibition, % at 2 µM | 91,000 compounds, 0.18% hits | AID 836;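 active = inhibition above the batch mean plus 3 SD and confirmed as a hit by visual image inspection, cut at about 30% in these data, passing the limit was not always enough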; also: strong numbers were not always called active
MT1-MMP txn act – activates MT1-MMP transcription; AID 750; 86,000 compounds, 0.16% hits; activation factor at 10 µM; HT1080 MT1-MMP promoter luciferase reporter, luminescence, overnight; hits give high values;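 active = activation factor of at least 2 for MT1-MMP transcription at 10 µM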
An asterisk follows results filed as active; . = not tested or not shown; [ ] = dose if it differs, or a comment.

entry | molecule | VCAM1 TNFa inh | Candida biofilm | LYP inh 2 | MT1-MMP txn act | TNFa cytotox | F-actin modifier | DAT uptake mod | Smad3 inh | IL1B cytotox
1 | CC(CCc1ccco1)NC(=O)CSc1cc(=O)n(C)c2ccccc12 (stereo unspecified) | -14 | 6 | 13 | 1 | -31 | -19 | 0.054 | -4 | -29
2 | CC(C)C(C(=O)NC(C)(C)C)N1C(=O)c2ccccc2C1=O (stereo unspecified) | 12 | -1 | -3 | 1.1 | -15 | -13 | 0.1 | -21 | -2
3 | CCc1ccc2c(c1)[C@]1(C(=O)N2)[C@@H]2C(=O)N(Cc3ccccc3)C(=O)[C@@H]2[C@@H]2CCCN21 | -8 | 2 | -8 | 1.2 | -22 | 13 | -0.11 | 9 | -14
4 | Cc1ccc(C)c(N2CCN(C(=O)Cc3cn(C)c4ccccc34)CC2)c1 | 8 | 8 | 2 | 1 | -26 | 7 | 2.1 | -2 | .
5 | Cc1cc(Cl)c(S(=O)(=O)N2CCN(c3ccccc3)CC2)cc1OCC(N)=O | 5 | 4 | -6 | 1 | -34 | 13 | 1 | 11 | 2
6 | Cc1ccc(NC(=O)c2csc(-c3ccccc3)c2C)cc1 | 5 | . | 8 | . | -14 | 10 | -1.1 | . | .
7 | CCOc1ccc2[nH]c(C)c(CN3CCN(CC)CC3)c(=O)c2c1 | 6 | 3 | 0 | 1.1 | -21 | -5 | 0.3 | -3 | 11
8 | CC(C)CCNC(=O)CC1C(=O)N(Cc2ccccc2)C(C)c2nc3ccccc3n21 (stereo unspecified) | -20 | 8 | -4 | 1 | 9 | 2 | -0.22 | 15 | 6
9 | O=C1CCc2cc(S(=O)(=O)N3CCC(C(=O)Nc4nccs4)CC3)ccc2N1 | 1 | 3 | -2 | 1 | -16 | 1 | -0.86 | 1 | -4
10 | Cc1nnc(C)n1/N=C/c1cccnc1 | -4 | -2 | 14 | 1.2 | -4 | 6 | -0.67 | 7 | 7
11 | O=c1oc2ccc(Br)cc2cc1-c1nc2ccccc2o1 | 12 | 9 | 2 | 1.1 | -19 | -4 | -0.23 | -3 | 34
12 | CCCCCCC(=O)Nc1ccc(Cl)cn1 | -15 | 8 | 1 | 1.3 | 8 | -2 | -0.3 | -1 | -10
13 | CCn1c(=O)c2c(nc3n2CCCN3CCc2ccccc2)n(C)c1=O | -32 | . | 3 | 0.9 | -4 | -15 | 0.96 | 12 | 12
14 | O=C1COc2ccc(C(=O)COC(=O)CCc3ccc(S(=O)(=O)N4CCOCC4)cc3)cc2N1 | 9 | 7 | 9 | 1.2 | -4 | 6 | -0.87 | 8[fluorescence artefact?] | 9
15 | O=C(Cn1nnc(-c2cccc(C(F)(F)F)c2)n1)N1CCOCC1 | . | 9 | . | 1.1 | . | . | 0.92 | 10 | .
16 | CCCCc1ccc(NC(=O)C2CCN(S(C)(=O)=O)CC2)cc1 | 6 | -1 | -4 | 1.1 | -11 | -13 | 0.54 | -5 | 23
17 | COC(=O)c1ccccc1NC(=O)CSc1nc(O)cc(=O)n1C1CCCC1 | 8 | 12 | -3 | 1.2 | -31 | -31 | 0.2 | -13 | 6
18 | COc1cc(C(=O)Nc2sc3c(c2C(=O)NCc2ccco2)CCCC3)cc(OC)c1OC | 1 | 2 | 0 | 1.3 | -20 | 6 | 0.032 | 4 | -16
19 | CC(=O)c1cccc(NC(=O)COc2nsnc2N2CCOCC2)c1 | 24 | 3 | 0 | 1.1 | -27 | 29 | 0.28 | 6 | -14
20 | CCc1ccc(C(=O)NCC2COc3ccccc3O2)o1 (stereo unspecified) | . | 2 | . | 1.4 | . | . | 1.2 | -4 | .
21 | CCOC(=O)c1ccc(NC(=O)CSc2ncccn2)cc1 | -25 | 1 | -4 | 1.3 | -1 | -5 | 0.077 | 3 | -5
22 | O=C(NC1=NCCS1)C1CC(=O)N(c2ccc(F)cc2)C1 (stereo unspecified) | -19 | . | 2 | . | -3 | -14 | 0.8 | . | -4
23 | CCOC(=O)NC(Nc1ccc(C)cn1)(C(F)(F)F)C(F)(F)F | -11 | 2 | -2 | 1.2 | 0 | -1 | 1.2 | 24[fluorescence artefact?] | 8
24 | CCOC(=O)CSc1nc(C)cc(C)n1 | 13 | 3 | 3 | 1.1 | -6 | 0 | -0.0066 | 5 | -23
25 | CC1CCc2c(nc3ncnn3c2N2CC(C)OC(C)C2)C1 (stereo unspecified) | 2 | 7 | -17 | 1 | 17 | -12 | 0.66 | 2 | -2

2 compounds drawn at random from those above, as already listed:
entry | molecule | VCAM1 TNFa inh | Candida biofilm | LYP inh 2 | MT1-MMP txn act | TNFa cytotox | F-actin modifier | DAT uptake mod | Smad3 inh | IL1B cytotox
9 | O=C1CCc2cc(S(=O)(=O)N3CCC(C(=O)Nc4nccs4)CC3)ccc2N1 | 1 | 3 | -2 | 1 | -16 | 1 | -0.86 | 1 | -4
5 | Cc1cc(Cl)c(S(=O)(=O)N2CCN(c3ccccc3)CC2)cc1OCC(N)=O | 5 | 4 | -6 | 1 | -34 | 13 | 1 | 11 | 2

(next part)
entry | molecule | VCAM1 TNFa inh | Candida biofilm | LYP inh 2 | MT1-MMP txn act | TNFa cytotox | F-actin modifier | DAT uptake mod | Smad3 inh | IL1B cytotox
26 | c1ccc(CCn2c(SCc3ccccc3)nnc2-c2ccncc2)cc1 | -2 | 7 | -4 | 1.2 | 15 | 0 | -0.37 | -15 | -4
27 | CC(NC(=O)c1cccnc1)c1ccc2c(c1)OCO2 (stereo unspecified) | 16 | 6 | -3 | 1 | -5 | -3 | 0.0016 | 2 | -27
28 | O=C(O)c1cccc(NS(=O)(=O)c2ccc3nnn(O)c3c2)c1 | 15 | -8 | -4 | 1.1 | 4 | 8 | -0.64 | 1 | -16
29 | COc1ccc2nc(NC(=O)C3CCCN(S(=O)(=O)c4cccc5nonc45)C3)sc2c1 (stereo unspecified) | 7 | 4 | 9 | . | -4 | -24 | -1.1 | 6 | 0
30 | CC(=O)c1nn(-c2cccc(Br)c2)cc1C(=O)c1ccco1 | . | -2 | -8 | 1.3 | . | . | 0.47 | 4 | -34
31 | Cc1ccccc1-n1c(SCC(=O)N2CCOCC2)nc(O)cc1=O | 7 | 0 | -2 | 1.1 | -16 | 7 | -0.67 | -4 | 22
32 | Fc1cccc(-c2cc3nc4c(c(N5CCOCC5)n3n2)CCCC4)c1 | . | 7 | . | 1.4 | . | . | 2.3 | 5 | .
33 | NC(=O)CSc1nnc(-c2ccc(S(=O)(=O)N3CCOCC3)cc2)n1CC1CCCO1 (stereo unspecified) | -13 | 12 | 5 | 1.2 | 5 | -19 | -1.3 | 9 | 7
34 | COc1ccc(S(=O)(=O)N2CCC(C(=O)N3CCOCC3)CC2)cc1 | -8 | . | 6 | 1.1 | -26 | 0 | -1.1 | . | 11
35 | CN(Cc1ccccc1)c1ccc(S(=O)(=O)N2CCOCC2)cn1 | -25 | 1 | -11 | 1.1 | -19 | -24 | 0.012 | -6 | -13
36 | C=CCn1c(SCc2cc(=O)n3ccsc3n2)nc2scc(C3CC3)c2c1=O | . | 8 | . | 1.1 | . | . | 2.3 | 12 | .
37 | Cc1cccc(N=C(N2CCOCC2)P(=O)(N2CCOCC2)N2CCOCC2)c1 | -16 | . | -3 | 1.1 | -3 | -5 | 0.25 | . | 19
38 | CCCn1c(C)cc(C(=O)COC(=O)c2ccc(Cl)c(S(=O)(=O)N3CCCC3)c2)c1C | . | 3 | . | 1.4 | . | . | -0.19 | 9 | .
39 | Cn1nc(-c2ccccc2)c(CSc2cccc(Cl)c2)c1Cl | -6 | 5 | 6 | . | -15 | -13 | -0.59 | 0 | 1
40 | CCC(C)n1c(-c2ccco2)nc2nc3ccccc3nc21 (stereo unspecified) | -8 | 3 | 17 | 1.2 | 1 | -15 | . | 7 | -8
41 | CCOC(=O)COc1ccccc1-c1ccno1 | -12 | . | 2 | . | 4 | -12 | -0.89 | . | -2
42 | O=C(CSc1nnc(C2CC2)n1-c1ccccc1)NCCc1ccc(F)cc1 | -4 | 6 | 6 | 1.1 | -19 | -4 | -0.58 | 1 | -3
43 | CCn1c(-c2cc(Cl)ccc2OC)n[nH]c1=S | 3 | 0 | -15 | 1 | -14 | -3 | -0.47 | 5 | -14
44 | CCCCC(CC)CN1C(=O)/C(=C/c2ccncc2)SC1=S (stereo unspecified) | 21 | . | 13 | . | -1 | -9 | -0.17 | . | 1
45 | Clc1ccc(NCc2nnc3n2CCCCC3)cc1 | 19 | -5 | 2 | 1.1 | 2 | -13 | -0.63 | -11 | -36
46 | COC(=O)c1ccccc1NC=C1C(=O)OC2(CCCCC2)OC1=O | . | 4 | . | 1.2 | . | . | -1.3 | 9 | .
47 | CCc1ccc(-c2csc(NC(=O)C3CCCO3)c2C(=O)OC(C)C)cc1 (stereo unspecified) | -8 | . | 13 | . | 7 | -12 | 1.9 | . | -48
48 | COc1cc(OC)cc(OCC(O)Cn2ccnc2C)c1 (stereo unspecified) | -10 | 3 | 1 | 1 | 10 | 12 | -0.28 | 3 | 8
49 | CCN(CC)c1nc(C#N)cc(-c2ccc(OC)cc2)n1 | 11 | 5 | -3 | 1.2 | -1 | -26 | -1.9 | 7 | 8
50 | CCOc1ccccc1NC(=O)Cn1c(=O)c2ccccc2n(CC)c1=O | 27 | 4 | -3 | 1.2 | 4 | -1 | -1.6 | -4 | .
51 | CC1=C(C(=O)OC2CCCCC2)C(c2ccc(C)o2)C2=C(CC(C)(C)CC2=O)N1 (stereo unspecified) | -20 | 9 | 0 | 1.3 | 37 | -22 | 0.2 | -8 | -9
52 | O=C(c1cccs1)N1N=C(c2ccccc2)CC1c1ccccc1 (stereo unspecified) | 14 | . | 3 | . | 9 | -29 | 0.27 | . | 2
53 | COc1ccc(NC(=O)CN2CCN(CC(=O)Nc3ccccc3Cl)CC2)cc1 | 20 | 3 | -5 | 1.2 | -15 | 8 | 0.47 | -10 | 21
54 | CCC(C)NC(=O)C(Cc1ccccc1)NS(=O)(=O)c1cccc2nsnc12 (stereo unspecified) | 4 | -1 | -13 | 1.2 | -43 | . | -0.23 | 1 | -45
55 | O=C(CSc1ccccc1)Nc1ccc(N2CCN(c3ccccc3)CC2)c(F)c1 | 6 | . | 9 | . | -6 | 10 | -0.024 | . | -95
56 | Cc1cccc(-n2c(C)n[nH]c2=S)c1 | 11 | . | 6 | . | -7 | 11 | 0.24 | . | -16
57 | CCCOc1c(OC)cccc1C1CC(=O)Nc2cc(OC)c(OC)c(OC)c21 (stereo unspecified) | 0 | 5 | -7 | 1.3 | -16 | 12 | 0.5 | 6[fluorescence artefact?] | -3
58 | N#CCCCSc1nnc(Cc2ccc3c(c2)OCO3)o1 | -20 | 7 | 3 | 1.1 | -27 | -6 | -0.78 | -3 | 21
59 | CCN1CCCC1CNC(=O)CS(=O)(=O)Cc1nc(-c2ccccc2C)oc1C (stereo unspecified) | 3 | 7 | 0 | 1.1 | -4 | 0 | 0.73 | -3 | -16
60 | COC(=O)c1ccc(NC(=O)CCN2CCN(CCC(=O)Nc3ccc(C(=O)OC)cc3)CC2)cc1 | -6 | 4 | -8 | 1.1 | . | -13 | 0.49 | -3 | -8
61 | COC(=O)c1cc2c(ccn2-c2ccc(F)cc2)n1CC(=O)N1CCN(C(=O)c2ccco2)CC1 | 4 | 2 | -1 | 1 | -11 | 3 | 0.33 | -4 | -9
62 | CCCCn1nc2cc(C(=O)NCc3ccccc3)ccc2c1OCC | 2 | . | -6 | . | -3 | -4 | 1.8 | . | 10
63 | COc1ccc(-c2cc(C(=O)NCCN3CCOCC3)c3ccccc3n2)c(OC)c1 | 3 | 3 | 7 | . | -13 | 7 | 0.37 | 0 | -25
64 | CC(C)CCOc1ccc(Cl)cc1CN1CCOCC1 | 3 | 2 | 13 | 1.4 | 0 | -24 | 0.42 | 10 | -6
65 | CC(=O)n1nc(-c2ccco2)nc1SCc1ccccc1 | 9 | 15 | 7 | 1.3 | -16 | -7 | -1.3 | -3 | -44

This is a subset. The share of hits here may be higher or lower than overall.
